TAAR1 antagonist = human TAAR1 antagonists, primary screen, Fluo-8 calcium fluorescence, CHO RD-HGA16 cells; Trace amine-associated receptor 1 (Homo sapiens), Q96RJ0; antagonist; inhibition, % at 3 µM; 360,000 compounds, 1.5% hits; AID 624466, 2012;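 active = inhibition above a per-plate cutoff, the mean inhibition of test compounds on that plate plus 3 SD, cut at about 49% in these data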;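 also: 0% = DMSO plus EC80 beta-PEA response and 100% = DMSO alone without agonist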
Target sequence (Q96RJ0 whole entry, looked up): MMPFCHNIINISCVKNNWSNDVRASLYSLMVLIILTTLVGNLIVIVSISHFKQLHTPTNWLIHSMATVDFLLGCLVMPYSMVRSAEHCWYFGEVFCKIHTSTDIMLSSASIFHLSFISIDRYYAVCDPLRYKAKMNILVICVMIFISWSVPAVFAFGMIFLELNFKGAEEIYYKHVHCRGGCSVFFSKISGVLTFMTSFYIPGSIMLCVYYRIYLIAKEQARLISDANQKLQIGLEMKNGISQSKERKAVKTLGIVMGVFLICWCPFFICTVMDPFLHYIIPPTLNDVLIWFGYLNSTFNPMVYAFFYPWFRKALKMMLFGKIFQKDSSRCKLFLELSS
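Test system: CHO RD-HGA16 cells bearing hTAAR1 | Reagent: β-PEA, EC80 | Compound dosing: 3 µM, single point | Schedule: Dye loading 75 min at 37 °C, then 30 min room temperature | Signal: Calcium fluorescence with Fluo-8 | Evaluation: Percent inhibition of PEA-evoked calcium signal, max/basal emission ratio | Control set: DMSO-only wells and EC80 β-PEA-stimulated wells | Repeats: Singlicate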
CHRM5 PAM = human M5 muscarinic receptor positive allosteric modulators, primary screen, CHO-K1 cells, Fluo-8 calcium fluorescence. AID 624038, 2012. 360,000 compounds, 0.3% hits. CHO-K1 hM5, ACh EC20 PAM; 0% = ACh EC20, 100% = ACh EC100. activation, % at 3 µM;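 active = activation above the run cutoff, the mean activation of all test compounds plus 3 SD, cut at about 18% in these data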
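System: CHO-K1 cell line with stable human muscarinic M5 receptor expression | Also added: EC20 acetylcholine as agonist stimulus | Compound: One concentration, 3 µM final (nominal) | Timing: Fluo-8 loading 80 min at 37 °C plus 30 min room temperature | Measured by: Fluo-8 calcium dye fluorescence, kinetic read | Read-out basis: % activation, ACh-normalized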
CHRM5 agonist = human M5 muscarinic receptor agonists, primary screen, CHO-K1 cells, Fluo-8 calcium fluorescence. Muscarinic acetylcholine receptor M5 (Homo sapiens), P08912. CHO-K1 hM5 cells; 0% DMSO wells, 100% maximal acetylcholine response. activation, % at 3 µM. 360,000 compounds, 0.19% hits. AID 624037, 2012;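 active = activation above the run's mean over test compounds plus 3 SD, cut at about 23% in these data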;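 also: signal is peak over basal fluorescence ratio across the kinetic read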
CRFBP-R2 block = antagonists of CRF-BP/CRF-R2 complex, primary screen, cell-based, HEK293, calcium dye fluorescence, uHTS; CRF-induced calcium fluorescence; inhibition, % at 11.8 µM; 350,000 compounds, 0.59% hits;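 active = inhibition of the ligand-induced calcium signal above about 50% at the single tested concentration, limit read from the data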
CHO-K1 Ca PAM = nonselective calcium activators in parental CHO-K1 cells, primary screen, counter-screen for M1 PAM project, cell-based, Fluo-8 calcium fluorescence, full deck, 1536-well. activation, % at 3 µM. 360,000 compounds, 0.02% hits. ATP EC20; 0% at ATP EC20, 100% at ATP max. AID 602247, 2012;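 active = activation above the run cutoff, the mean activation of all test compounds plus 3 SD, cut at about 40% in these data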;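 also: peak over basal fluorescence ratio in a 140 s read after ATP addition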
TAAR1 agonist = human TAAR1 agonists, primary screen, Fluo-8 calcium fluorescence, CHO RD-HGA16 cells | Trace amine-associated receptor 1 (Homo sapiens), Q96RJ0 | vehicle wells 0%, saturating PEA agonist 100% | activation, % at 3 µM | 360,000 compounds, 0.99% hits | AID 624467, 2012;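 active = activation above the mean activation of all test compounds in the run plus 3 SD, cut at about 38% in these data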
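Repeats: no replicates (n 1) | Material: CHO-derived RD-HGA16 cells with stable Gα16 and human TAAR1 | Technique: Kinetic Fluo-8 calcium fluorescence | Schedule: 17-24 h seeding, 75 min 37 °C dye, 30 min RT | Evaluation: % activation from peak over basal fluorescence ratio, DMSO-to-PEA scaled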
CHRM5 antagonist = human M5 muscarinic receptor antagonists, primary screen, CHO cells, Fluo-8 calcium fluorescence. AID 624040, 2012. inhibition, % at 3 µM. 360,000 compounds, 0.59% hits. Muscarinic acetylcholine receptor M5 (Homo sapiens), P08912. CHO-hM5 cells, ACh EC80;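 active = inhibition above a per-plate cutoff, the mean of that plate's test compounds plus 3 SD, cut at about 27% in these data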;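 also: 0% = acetylcholine EC80 with DMSO and 100% = DMSO without agonist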
CRFR2-BP ag = agonists of CRF-BP/CRF-R2 complex, primary screen, cell-based, HEK293, calcium dye fluorescence, uHTS | calcium dye fluorescence (FLIPR); percent of saturating CRF peptide response | activation, % at 13.2 µM | 350,000 compounds, 0.46% hits | AID 588473, 2011;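 active = activation of at least 50%, plus an integration ratio under a set limit after plate pattern correction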;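 also: plate controls were neutral control wells without compound for no effect and CRF at EC100 for full effect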
M4 PAM = human M4 muscarinic receptor positive allosteric modulators, primary screen, CHO-K1 cells, Fluo-8 calcium fluorescence | Muscarinic acetylcholine receptor M4 (Homo sapiens), P08173 | AID 624126, 2012 | 360,000 compounds, 0.4% hits | activation, % at 3 µM | CHO-K1 hM4/Gqi5, ACh EC20; 0% = ACh EC20, 100% = maximal ACh;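 active = activation above its plate's cutoff, the mean activation of sample wells plus 3 SD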; also: some results filed as inactive read as strong as hits
Target sequence (P08173 whole entry, looked up): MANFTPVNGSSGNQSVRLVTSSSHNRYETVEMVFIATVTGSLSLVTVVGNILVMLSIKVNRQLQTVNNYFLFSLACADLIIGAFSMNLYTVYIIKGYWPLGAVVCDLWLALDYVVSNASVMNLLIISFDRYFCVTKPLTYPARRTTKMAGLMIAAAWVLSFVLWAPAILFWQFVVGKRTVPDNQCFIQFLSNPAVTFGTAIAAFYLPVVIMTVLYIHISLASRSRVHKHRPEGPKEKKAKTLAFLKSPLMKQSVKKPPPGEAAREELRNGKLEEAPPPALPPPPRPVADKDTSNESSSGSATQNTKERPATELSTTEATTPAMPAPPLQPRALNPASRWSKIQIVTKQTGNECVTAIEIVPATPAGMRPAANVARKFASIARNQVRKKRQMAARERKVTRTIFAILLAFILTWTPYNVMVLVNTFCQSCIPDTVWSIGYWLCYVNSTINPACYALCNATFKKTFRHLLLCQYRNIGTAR
* = called active by the depositor; / = not tested or not shown.

entry	mol	CHRM5 PAM	CHRM5 agonist	CHO-K1 Ca PAM	M4 PAM	CRFR2-BP ag
1	COc1ccc(N(C)S(=O)(=O)c2cccc(C(=O)Nc3cc(OC)ccc3OC)c2)cc1	-11	-2	15	-6	-2.5
2	CC(=O)c1ccc(C(=O)NC2CC(C)(C)Cc3c2cnn3-c2ccccc2)cc1 (stereo unspecified)	4	0	7	3	-2.3
3	COc1ccc(C)cc1NC(=O)C1CCN(S(=O)(=O)c2cccc3cccnc23)CC1	-5	2	9	0	-0.1
4	CC1(C(=O)NCc2ccccc2)CCC(=O)N1C1CC1 (stereo unspecified)	3	1	19	6	/
5	CC(C)c1ccc(NC2CCCN(C(=O)c3ccc4nccnc4c3)C2)cc1 (stereo unspecified)	2	-2	-9	8	-1.2
6	Cc1ccc(CS(=O)(=O)CCC(=O)NCc2ccccn2)cc1	-1	-3	10	0	-2.4
7	CCC(NC(=O)CCC(=O)N1CCN(S(=O)(=O)c2ccc(C)cc2)CC1)c1ccc(C)cc1 (stereo unspecified)	-12	-5	3	7	0.7
8	CCN(CC(=O)NCc1ccc(Cl)cc1)C(=O)CCC(=O)c1ccc(C)cc1	3	-5	9	12	-1.6
9	C[C@H](CO)N1C[C@H](C)[C@@H](CN(C)Cc2ccc(C(F)(F)F)cc2)OCc2cnnn2CCCC1=O	1	0	3	6	14
10	Cc1cccnc1Nc1nc(-c2ccc(F)cc2)cs1	-6	-4	-4	-8	0.4
11	O=C(O)c1cccc(-n2nc(-c3ccc(Cl)c([N+](=O)[O-])c3)c3ccccc3c2=O)c1	0	-1	20	1	0.6
12	COc1ccc(C2C3=C(CC(C)(C)CC3=O)Nc3c2c(=O)n(C)c(=O)n3C)cc1OC (stereo unspecified)	2	-4	9	5	2.1

entry	CRFBP-R2 block	CHRM5 antagonist	TAAR1 antagonist	TAAR1 agonist
1	6	6	10	4
2	4	3	-25	-2
3	5	-4	22	9
4	/	-8	-8	1
5	-3	-2	-31	2
6	-5	-1	4	-4
7	3	8	-19	1
8	-1	7	-18	-1
9	-26	5	4	0
10	6	1	10	-1
11	26	7	-35	-3
12	113*	-2	15	0

(more compounds)
entry	mol	CHRM5 PAM	CHRM5 agonist	CHO-K1 Ca PAM	M4 PAM	CRFR2-BP ag
13	COc1ccc(C(CCNCc2ccc(N(C)C)cc2)c2ccccc2)cc1 (stereo unspecified)	-8	13	-9	-12	0.5
14	CC(C)(C)OC(=O)N1CCC(c2cc(=O)n3[nH]c(-c4ccc(Cl)cc4)cc3n2)CC1	3	0	2	-2	-0.5
15	Cc1noc(C)c1NC(=O)Nc1ccc2c(c1)C(=O)N([C@H](C)CO)C[C@H](C)[C@@H](CN(C)C(=O)NC(C)C)O2	13	4	25	11	-0.2
16	Cc1c(C(c2cc(O)ccc2Cl)c2c(C)n(C)n(-c3ccccc3)c2=O)c(=O)n(-c2ccccc2)n1C	2	-2	-1	0	-0.3
17	CCN(CC)C(=O)c1ccc(Cn2cc([N+](=O)[O-])cn2)o1	13	-3	10	14	2.4
18	CC1(C(=O)OCC(=O)Nc2ccc3ccccc3c2)CC1(Cl)Cl (stereo unspecified)	-14	-4	-10	-10	1.7
19	C[C@]12c3[nH]c4ccc(Cl)cc4c3CCN1C(=O)[C@@H](CC(=O)NCc1cccc(C(F)(F)F)c1)C[C@@H]2C(=O)N1CCCCC1	7	0	16	3	-0.7
20	Cc1ccc(-c2cc(C(=O)NCc3ccco3)c3ccccc3n2)o1	1	-1	9	12	-0.9
21	c1ccc(-n2ncc3c(NCCN4CCCCC4)ncnc32)cc1	-1	-6	-2	1	-0.1
22	CCOc1ccc(-c2nc(C#N)c(N3CCN(CC)CC3)o2)cc1	0	-4	21	-3	11
23	OC(c1ccc(Cl)c(F)c1)c1ncc(-c2cccc3ccccc23)[nH]1 (stereo unspecified)	-4	-1	-2	7	/
24	Cc1ccc(S(=O)(=O)CC(=O)Nc2ccccn2)cc1	8	-4	15	2	-0.7

entry	CRFBP-R2 block	CHRM5 antagonist	TAAR1 antagonist	TAAR1 agonist
13	-15	14	11	31
14	-2	1	-14	1
15	-3	-6	3	2
16	4	10	10	0
17	0	-7	-12	5
18	-5	14	20	0
19	38	-6	-40	3
20	5	-1	40	13
21	-12	-6	-16	11
22	16	2	-10	1
23	/	1	1	8
24	6	-5	-6	-3

Later entries:
entry	mol	CHRM5 PAM	CHRM5 agonist	CHO-K1 Ca PAM	M4 PAM	CRFR2-BP ag
25	C(=C1c2ccccc2-c2ccccc21)c1ccccn1	-3	-3	5	-1	1.6
26	Cc1ccc(Nc2nc(N3CCOCC3)nc(N3CCOCC3)n2)cc1	-2	1	15	-1	-0.8
27	O=C1NC[C@H](CCCCN2C[C@H](Cc3ccc(O)cc3)N(CCC3CCCCC3)C(=O)C2=O)N(CC2CCCCC2)C1=O	5	-4	9	1	/
28	CCCOc1ccc(F)cc1-c1cc(C(=O)Nc2ccc(OC)nc2)[nH]n1	-7	-1	-9	-5	/
29	COCCCNC(=O)CCc1nc2cccnc2n1Cc1ccc(OC)cc1	-3	-2	-9	-5	-2.0
30	Cc1ccc[n+](-c2nc([O-])sc2/C=N/Nc2ccc([N+](=O)[O-])cc2)c1	-3	-1	-18	0	-1.1
31	CN(CC(=O)Nc1ccc(F)cc1)C(=O)CCc1nc2ccccc2c(=O)[nH]1	-3	-2	8	1	5.1
32	COc1c2ccoc2cc2oc(=O)ccc12	0	-1	4	-2	-1.2
33	O=C(Nc1ccc([N+](=O)[O-])cc1NC(=O)c1ccccc1)c1ccccc1	-8	4	-4	2	-3.6
34	COc1ccc(NS(=O)(=O)c2cc(NC(=O)c3ccco3)ccc2N2CCCCC2)cc1	-4	-4	-8	4	4.8
35	O=c1[nH]cc(COCC(F)CCl)c(=O)[nH]1 (stereo unspecified)	-3	3	-20	-16	1.9
36	CC(C)Oc1ccc(/C=C/C(=O)NCC2COc3ccccc3O2)cc1 (stereo unspecified)	-6	-7	15	-15	0.7

entry	CRFBP-R2 block	CHRM5 antagonist	TAAR1 antagonist	TAAR1 agonist
25	-14	14	-7	1
26	10	1	-5	-2
27	/	-2	-15	3
28	/	5	/	/
29	16	2	0	14
30	1	10	-7	5
31	14	7	-3	1
32	12	8	0	2
33	3	11	57*	6
34	-11	16	-4	-1
35	-7	1	-19	1
36	13	9	1	-1

8 entries from above in another layout:
28	CCCOc1ccc(F)cc1-c1cc(C(=O)Nc2ccc(OC)nc2)[nH]n1
29	COCCCNC(=O)CCc1nc2cccnc2n1Cc1ccc(OC)cc1
30	Cc1ccc[n+](-c2nc([O-])sc2/C=N/Nc2ccc([N+](=O)[O-])cc2)c1
31	CN(CC(=O)Nc1ccc(F)cc1)C(=O)CCc1nc2ccccc2c(=O)[nH]1
32	COc1c2ccoc2cc2oc(=O)ccc12
33	O=C(Nc1ccc([N+](=O)[O-])cc1NC(=O)c1ccccc1)c1ccccc1
34	COc1ccc(NS(=O)(=O)c2cc(NC(=O)c3ccco3)ccc2N2CCCCC2)cc1
35	O=c1[nH]cc(COCC(F)CCl)c(=O)[nH]1 (stereo unspecified)

| Screen / compound no. | 28 | 29 | 30 | 31 | 32 | 33 | 34 | 35 |
| --- | --- | --- | --- | --- | --- | --- | --- | --- |
| CHRM5 PAM | -7 | -3 | -3 | -3 | 0 | -8 | -4 | -3 |
| CHRM5 agonist | -1 | -2 | -1 | -2 | -1 | 4 | -4 | 3 |
| CHO-K1 Ca PAM | -9 | -9 | -18 | 8 | 4 | -4 | -8 | -20 |
| M4 PAM | -5 | -5 | 0 | 1 | -2 | 2 | 4 | -16 |
| CRFR2-BP ag | / | -2.0 | -1.1 | 5.1 | -1.2 | -3.6 | 4.8 | 1.9 |
| CRFBP-R2 block | / | 16 | 1 | 14 | 12 | 3 | -11 | -7 |
| CHRM5 antagonist | 5 | 2 | 10 | 7 | 8 | 11 | 16 | 1 |
| TAAR1 antagonist | / | 0 | -7 | -3 | 0 | 57* | -4 | -19 |
| TAAR1 agonist | / | 14 | 5 | 1 | 2 | 6 | -1 | 1 |

(list continues)
entry	mol	CHRM5 PAM	CHRM5 agonist	CHO-K1 Ca PAM	M4 PAM	CRFR2-BP ag
37	CCCCN(CC)CCCNC(=O)c1csc2c1CCCCC2	-3	-7	-3	-8	-2.2
38	COc1cccc(/C=N/NC(=O)c2cccs2)c1	6	-1	19	5	-0.4
39	CC(C)N1CCN(c2ccncc2S(=O)(=O)N2CCOCC2)CC1	-12	-13	16	-4	0.1
40	CC(=O)c1ccc(-n2c(CCC(=O)O)ccc2-c2ccc(C)cc2)cc1	9	3	14	4	0.1
41	CCN(CC)S(=O)(=O)c1ccc(NCCCn2ccnc2)c([N+](=O)[O-])c1	2	-6	20	1	0.8
42	COc1ccc(/C=N/Nc2nc3ccccc3o2)cc1OC	0	0	-15	-1	0.7
43	CCCN(CC(=O)Nc1ccccc1C)C(=O)c1ccc(=O)n(Cc2ccccc2)n1	2	1	-21	6	-1.2
44	O=C(Nc1ccc(N2CCOCC2)nc1)c1cccs1	-6	1	9	-1	3.7
45	COCCOC(=O)c1c(NC(=O)CNc2ccc(C)c(F)c2)sc(C(N)=O)c1C	-4	2	6	-12	0.1
46	COc1ccc(C2=NC(=O)/C(=C\c3cc(OC)c(OC)c(OC)c3)O2)cc1	0	-4	17	2	4.8
47	O=C(CSc1ccc2ccccc2c1)NCCc1ccc(O)c(O)c1	0	4	13	7	-3.4
48	O=c1c(-c2ccccc2)c[nH]n1-c1cccc([N+](=O)[O-])c1	-1	2	-5	-9	3.5
49	Cn1c(=O)c2c(nc(Br)n2Cc2ccc3ccccc3c2)n(C)c1=O	-4	3	14	-3	-1.0
50	COc1ccc2c(c1)c(C(=O)N1CCN(C)CC1)c(C)n2-c1ccccc1	-3	-7	13	1	-1.1
51	Cc1cc(=O)[nH]c(SCC(=O)Nc2ccnc3ccccc23)n1	3	-1	0	-4	-0.2

entry	CRFBP-R2 block	CHRM5 antagonist	TAAR1 antagonist	TAAR1 agonist
37	7	5	-22	25
38	-4	-2	-7	0
39	-1	1	-1	3
40	-3	-2	/	/
41	6	5	-17	1
42	-3	-1	3	2
43	6	-3	-17	2
44	-4	15	-2	2
45	17	4	5	4
46	-4	-8	-12	1
47	-18	5	6	4
48	7	-1	13	16
49	10	8	14	6
50	0	9	-13	2
51	0	-2	-34	2
